Mcl1 Bid PPI – disrupts binding of human Mcl-1 to Bid peptide; AID 1021; Q07820; inhibition, % at 21.7 µM; 220,000 tested, 0.97% active; TR-FRET Mcl-1/Bid-Dy647 peptide binding, 1536-well;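 active means compounds that cut the binding signal by more than half at the single screening dose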;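 further: His-tagged Mcl-1 with europium anti-His antibody binding Bid BH3 peptide; 0% = Mcl-1 plus peptide wells and 100% = peptide-only wells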
Target sequence (Q07820 whole entry, looked up): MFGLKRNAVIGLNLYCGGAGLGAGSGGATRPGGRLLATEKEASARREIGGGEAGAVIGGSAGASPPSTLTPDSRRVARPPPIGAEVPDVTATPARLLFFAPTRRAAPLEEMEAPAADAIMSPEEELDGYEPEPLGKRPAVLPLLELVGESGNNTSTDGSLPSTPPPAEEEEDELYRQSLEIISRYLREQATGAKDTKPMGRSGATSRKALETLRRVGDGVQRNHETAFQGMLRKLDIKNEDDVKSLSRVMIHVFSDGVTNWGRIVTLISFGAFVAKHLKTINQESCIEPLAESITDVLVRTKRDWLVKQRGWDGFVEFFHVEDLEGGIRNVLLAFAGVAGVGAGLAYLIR
Pf gamet viab – kills late stage P. falciparum gametocytes; P. falciparum stage V gametocytes, ATP luminescence, 24 h; inhibition, % at 10.9 µM; 150,000 tested, 0.065% active; AID 743093;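 active means inhibition above the mean plus 3 SD of compounds within the control limits, set per campaign, cut at about 38% in these data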;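 further: 0% = DMSO wells and 100% = medium only without gametocytes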
Mcl1 Noxa PPI – Mcl-1/Noxa interaction inhibition. 220,000 tested, 1.5% active. Q07820. inhibition, % at 21.7 µM. TR-FRET Mcl-1/Noxa peptide binding, 2 h;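 active means compounds that cut the protein-peptide binding signal by more than 50% relative to plate controls in a single-dose test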;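 further: His-tagged Mcl-1 with rhodamine Noxa BH3 peptide and terbium anti-His antibody; 0% = Mcl-1 plus Noxa peptide wells and 100% = peptide-only wells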
Avidin bead fluor – avidin bead compound fluorescence profile. Avidin beads, compound fluorescence 488/530 nm, flow cytometry; stronger effect = higher value. fluorescence (KMESF) at 10 µM. 220,000 tested, 0.38% active. AID 1775; in the data active means fluorescence above about 47; further: inactives centre near 10
ABCB1 block – blocks JC-1 efflux by human ABCB1 transporter; inhibition, % at 6.6 µM; CCRF-Adr cells, flow cytometry; P08183; AID 1326; 190,000 tested, 0.067% active; in the data active means inhibition above about 40%;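 further: 0% = vehicle and 100% = reference inhibitor; higher value means more JC-1 retained so stronger ABCB1 efflux block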
RGS8-Gao – regulators of human RGS8-Galphao interaction. P09471. multiplexed bead flow cytometry, RGS8-Galphao binding; actives lie on both sides. response (percent of control binding), % at 10 µM. AID 1423. 220,000 tested, 0.34% active; in the data active means response below about 60% or above about 140%; inactive means in between;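 further: Galphao activated as the GDP aluminium fluoride complex binding bead-coupled RGS8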
Target sequence (P09471 whole entry, looked up): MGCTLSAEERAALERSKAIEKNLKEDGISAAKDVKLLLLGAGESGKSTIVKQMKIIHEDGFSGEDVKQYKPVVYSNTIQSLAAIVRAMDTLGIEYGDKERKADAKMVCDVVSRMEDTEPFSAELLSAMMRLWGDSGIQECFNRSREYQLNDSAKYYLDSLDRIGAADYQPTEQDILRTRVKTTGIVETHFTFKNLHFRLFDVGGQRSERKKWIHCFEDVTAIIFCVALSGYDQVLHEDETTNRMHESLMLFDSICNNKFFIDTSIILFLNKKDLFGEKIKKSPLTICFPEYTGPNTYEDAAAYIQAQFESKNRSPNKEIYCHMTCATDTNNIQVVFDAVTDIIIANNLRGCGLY
Bim-Mcl-1 – inhibitors of Bim-Mcl-1 interaction, human | Q07820 | inhibition, % at 10 µM | AID 1009 | Bead-based flow cytometry, Bim peptide-Mcl-1 binding | 190,000 tested, 0.1% active; in the data active means inhibition above about 40%;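 further: 0% = no compound tracer wells and 100% = peptide blocker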
GSH fluor – GSH bead compound fluorescence profile | GSH beads flow cytometry, compound fluorescence 488/530 nm; stronger effect = higher value | fluorescence (KMESF) at 10 µM | 190,000 tested, 0.25% active; in the data active means fluorescence above about 89;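 further: glutathione beads carrying GST-tagged Bcl family fusion proteins plus one bare bead set; values are compound well signal with DMSO vehicle wells as background; inactives centre near 16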
RGS4-Gao reg – modulates binding of RGS4 to human Galphao | binding response (% of control), % at 10 µM | Multiplexed bead flow cytometry; actives lie on both sides | 220,000 tested, 0.33% active; in the data active means binding response below about 49% or above about 150%; inactive means in between;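 further: fluorescent Galphao activated with aluminum fluoride binding bead-coupled RGS4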
RGS7-Gao – human RGS7-Galphao interaction regulation. 220,000 tested, 0.35% active. Multiplexed bead flow cytometry, RGS7-Galphao binding; actives lie on both sides. binding response (% of control), % at 10 µM; in the data active means binding response below about 49% or above about 150%; inconclusive means no clear call, values can overlap the other calls; inactive means in between;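 further: fluorescent Galphao held in activated GDP-AlF4 state binding bead-coupled RGS7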
ABCG2 inh – blocks JC-1 efflux by human ABCG2 transporter; Q9UNQ0; IgMXP3 cells, flow cytometry; inhibition, % at 6.6 µM; 190,000 tested, 0.1% active;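 active means inhibition above 80%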;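 further: 0% = DMSO and 100% = nicardipine control wells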
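System: two drug-resistant human cell lines, ABCG2 and ABCB1; controls: nicardipine high and DMSO low controls; times: 10 min exposure at 25 °C with rotation, no wash; detection: flow cytometry of retained JC-1 fluorescence; read-out basis: percent efflux inhibition, scaled nicardipine 100% to DMSO 0%; doses: one concentration, 6.6 µM final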
* = called active by the depositor; ? = inconclusive; . = no result given.

(1) CCCN(CCC)S(=O)(=O)c1ccc(NC(=O)C2CCCO2)cc1 (centres undefined)
(2) CCOC(=O)Cc1csc(NC(=O)CSc2nnc(-c3ccc(OC)cc3)n2C)n1
(3) CC1(C)CC(=O)C2=C(C1)N(c1ccc(F)cc1)C(=O)NC2(C(F)(F)F)C(F)(F)F
(4) COc1cc2c(=O)n(Cc3ccccc3)c(=O)n(CC(=O)NCCc3ccccc3)c2cc1OC
(5) CCN(CC)c1nc(-c2ccccc2)ncc1S(=O)(=O)c1ccc(C)cc1
(6) O=[N+]([O-])/C(N=Nc1ccccc1)=N\Nc1ccccc1
(7) CC(C)OC(=O)CSc1nnc(-c2cnccn2)n1C
(8) CCOC(=O)N1CCN(c2cc(=O)n(-c3ccccc3Cl)c(=O)[nH]2)CC1
(9) Cc1cc2cc(C)c3nnc(SCC(=O)Nc4ccc(S(=O)(=O)N5CCCCC5)cc4)n3c2cc1C
(10) Cc1nnc(NC(=O)c2ccc(C)c(S(=O)(=O)N3CCCCCC3)c2)s1

entry no. | 1 | 2 | 3 | 4 | 5 | 6 | 7 | 8 | 9 | 10
Mcl1 Bid PPI | 3 | -7 | 0 | 9 | -17 | -19 | 1 | -27 | 6 | 14
Pf gamet viab | -13 | -17 | -5 | -18 | -15 | 1 | . | . | 16 | .
Mcl1 Noxa PPI | 0 | 2 | -6 | -8 | 5 | 16 | 9 | 14 | 12 | 7
Avidin bead fluor | 21 | 9 | 35 | 9 | 7 | 25 | 33 | 7 | 13 | 7
ABCB1 block | 0.5 | 0.1 | 1.1 | 2.1 | 2.0 | -0.5 | 0.4 | 0.3 | 0.5 | 0.0
RGS8-Gao | 100 | 101 | 100 | 102 | 99 | 103 | 98 | 97 | 101 | 101
Bim-Mcl-1 | 0 | 1 | -2 | -1 | -2 | -1 | 1 | -1 | 0 | -4
GSH fluor | 20 | 13 | 17 | 11 | 18 | 12 | 25 | 24 | 7 | 20
RGS4-Gao reg | 101 | 104 | 103 | 100 | 104 | 102 | 101 | 102 | 104 | 105
RGS7-Gao | 103 | 103 | 102 | 104 | 99 | 104 | 101 | 97 | 103 | 103
ABCG2 inh | 1 | 2 | 3 | 5 | 7 | -2 | 1 | 1 | 1 | 0

(11) CCn1c(C)[n+](CC)c2ccc(S(=O)(=O)NC)cc21
(12) O=C1N(Cc2cccnc2)C[C@@H]2C[C@@H](c3ccc(C(F)(F)F)cc3)N3CCC[C@@]123
(13) N/C(=N\OC(=O)c1ccc(Cl)c(Cl)c1)c1cccc(CSc2ccccn2)c1
(14) Cc1c(C2C(C#N)=C(N)N(c3cccc([N+](=O)[O-])c3)C3=C2C(=O)CCC3)cnn1C (centres undefined)
(15) NNC(=O)CSc1nc(-c2ccccc2)nc2c1CCCC2
(16) Cc1cccc(C)c1NC(=O)CSc1nnc(-c2cccnc2)o1
(17) Cc1ccc(C(O)CSc2nnc(-c3ccc4ccccc4c3)n2C)cc1 (centres undefined)
(18) Cc1ccc(NC(C#N)c2ccccc2OCc2ccccc2)cc1 (centres undefined)
(19) NS(=O)(=O)c1ccc(NC(=S)NCc2ccc(Cl)cc2)cc1
(20) FC(F)(F)Oc1ccc(NC(=S)Nc2ccccc2N2CCOCC2)cc1

entry no. | 11 | 12 | 13 | 14 | 15 | 16 | 17 | 18 | 19 | 20
Mcl1 Bid PPI | 6 | -60 | -15 | -49 | -20 | -8 | -8 | -19 | -40 | -14
Pf gamet viab | . | -19 | -2 | 13 | 3 | . | -6 | -24 | 14 | 8
Mcl1 Noxa PPI | 7 | 20 | 2 | 5 | -1 | 21 | 8 | -1 | 10 | 1
Avidin bead fluor | 12 | 7 | 7 | 7 | 12 | . | 7 | 27 | 3 | 7
ABCB1 block | -0.3 | 0.5 | . | 0.1 | 1.2 | -0.3 | . | 0.2 | -0.2 | .
RGS8-Gao | 110 | 99 | 102 | 99 | 100 | 104 | 99 | 110 | 87 | 105
Bim-Mcl-1 | 0 | 0 | . | 0 | 0 | 0 | . | 13 | -14 | .
GSH fluor | 13 | 18 | . | 8 | 15 | 14 | . | 25 | 21 | .
RGS4-Gao reg | 112 | 97 | 105 | 100 | 100 | 102 | 97 | 100 | 101 | 107
RGS7-Gao | 115 | 104 | ? | 93 | ? | 102 | ? | 102 | 127 | ?
ABCG2 inh | -3 | 0 | . | -2 | 5 | -2 | . | 2 | -1 | .

(21) CCOC(=O)C(C)Sc1nc2c([nH]c3ccccc32)c(=O)n1C (centres undefined)
(22) CC1(C)CC(=O)C(C=Nc2cccnc2/N=C/C2=C(O)CC(C)(C)CC2=O)=C(O)C1
(23) Cc1cc(NC(=O)CSc2nncn2N)no1
(24) CCOC(=O)C(c1ccccc1)C(Nc1ccccc1)c1ccccn1 (centres undefined)
(25) O=c1c2cc(NC(=S)NC3CCCCC3)ccc2nc2n1CCCCC2
(26) O=C(c1ccc(S(=O)(=O)N2CCCC2)cc1)N1CCN(Cc2ccc3c(c2)OCO3)CC1
(27) CCOc1ccc(-c2nc(C#N)c(NC3CC3)o2)cc1
(28) COc1ccc(CN2C(=O)N(c3ccccc3)C(=O)C2CC(=O)Nc2ccccc2)cc1OC (centres undefined)
(29) CC1CC(C)(C)NC(=S)N1CCCC(=O)Nc1ccc2c(c1)OCCO2 (centres undefined)
(30) O=C1N=C(N2CCN(Cc3ccccc3)CC2)S/C1=C/c1cccs1

entry no. | 21 | 22 | 23 | 24 | 25 | 26 | 27 | 28 | 29 | 30
Mcl1 Bid PPI | 2 | -52 | -14 | -14 | -19 | -6 | -38 | -1 | -26 | -31
Pf gamet viab | -5 | -6 | 18 | -4 | 6 | -6 | . | -37 | 15 | 6
Mcl1 Noxa PPI | -12 | -55 | 14 | 12 | 18 | 3 | -4 | -5 | 11 | 12
Avidin bead fluor | 7 | 8 | 9 | 6 | 14 | 32 | 34 | 6 | 13 | 5
ABCB1 block | 0.0 | -0.3 | 0.9 | . | 0.0 | 1.5 | 0.1 | 1.4 | 1.3 | .
RGS8-Gao | 100 | 101 | 103 | 95 | 100 | 95 | 100 | 92 | 97 | 109
Bim-Mcl-1 | 0 | -1 | 0 | . | -2 | -6 | -4 | -2 | -4 | .
GSH fluor | 15 | 14 | 24 | . | 9 | 25 | 10 | 15 | 11 | .
RGS4-Gao reg | 100 | 101 | 105 | 93 | 101 | 90 | 102 | 87 | 99 | 111
RGS7-Gao | 100 | ? | 102 | ? | ? | 99 | 100 | 95 | ? | .
ABCG2 inh | 0 | -1 | -1 | . | 0 | 10 | 1 | 4 | 5 | .

(31) C/C(=N/OCC(=O)Nc1ccccc1)c1cccs1
(32) C[C@@H]1CN(C2CCN(Cc3nc(C(c4ccccc4)c4ccccc4)no3)CC2)C[C@H](C)O1
(33) CCn1c(=O)c2c(nc3n2CC(C)CN3CCc2ccccc2)n(C)c1=O (centres undefined)
(34) CCOc1ccc2c(c1)c1nnc(SCC(=O)N3CCCCC3C)nc1n2C (centres undefined)
(35) CCOC(=O)C1=C(c2ccccc2)OC(N)=C(C#N)C1c1ccco1 (centres undefined)
(36) O=C(CSc1nc2ccc(Cl)cc2[nH]1)NC1CCCc2ccccc21 (centres undefined)
(37) O=C(O)COc1ccc(-c2nccc(-c3ccccn3)n2)cc1
(38) COc1cccc(/C=N/NC(=O)C(=O)Nc2ccccc2OC(F)(F)C(F)F)c1
(39) c1ccc2cc(CNCc3cccc4ccccc34)ccc2c1
(40) COc1ccc(N2CCN(C(=O)CCc3c[nH]c4ccccc34)CC2)cc1

entry no. | 31 | 32 | 33 | 34 | 35 | 36 | 37 | 38 | 39 | 40
Mcl1 Bid PPI | 11 | 0 | -15 | -23 | -7 | 4 | -25 | -12 | -2 | -16
Pf gamet viab | -14 | -6 | . | 4 | -7 | 13 | . | 15 | -9 | -41
Mcl1 Noxa PPI | -5 | 3 | 10 | 2 | 9 | 12 | -15 | 11 | 9 | 2
Avidin bead fluor | 6 | 17 | 5 | 12 | 37 | 3 | 8 | 14 | 8 | 25
ABCB1 block | 1.7 | 1.2 | 0.6 | 2.4 | 0.2 | 0.2 | -0.5 | 0.1 | . | 0.9
RGS8-Gao | 92 | 101 | 101 | 101 | 100 | 100 | 97 | 109 | 104 | 106
Bim-Mcl-1 | 1 | -3 | 1 | 3 | -1 | -2 | 0 | -3 | . | 2
GSH fluor | 29 | 11 | 5 | 14 | 13 | 11 | 25 | 15 | . | 9
RGS4-Gao reg | 84 | 106 | 106 | 98 | 102 | 103 | 98 | 104 | 97 | 105
RGS7-Gao | 85 | 102 | 103 | 93 | 100 | 102 | 92 | 108 | ? | 105
ABCG2 inh | 40 | 1 | 2 | 4 | 2 | 12 | -1 | 17 | . | 5

From compound 39 as far as 40, copied from above:
(39) c1ccc2cc(CNCc3cccc4ccccc34)ccc2c1
(40) COc1ccc(N2CCN(C(=O)CCc3c[nH]c4ccccc34)CC2)cc1

entry no. | 39 | 40
Mcl1 Bid PPI | -2 | -16
Pf gamet viab | -9 | -41
Mcl1 Noxa PPI | 9 | 2
Avidin bead fluor | 8 | 25
ABCB1 block | . | 0.9
RGS8-Gao | 104 | 106
Bim-Mcl-1 | . | 2
GSH fluor | . | 9
RGS4-Gao reg | 97 | 105
RGS7-Gao | ? | 105
ABCG2 inh | . | 5

Next results
(41) O=C(O)/C=C/C(=O)Nc1ccc(OC(F)(F)Cl)cc1
(42) O=C(/C=C\c1ccco1)Nc1nc(-c2ccc3ccccc3c2)cs1
(43) COc1nc(N/N=C/c2ccc(C)cc2)nc(N2CCCCC2)n1
(44) O=C(CSc1nnnn1-c1ccccc1)N1CCN(C(=O)c2ccco2)CC1
(45) COc1ccccc1N1CCN(C2CCN(C3CCC(c4ccccc4)CC3)CC2)CC1 (centres undefined)
(46) COc1cccc(/C=N/NC(=O)CNC(=O)c2ccc3c(c2)OCCO3)c1O
(47) Cn1ccnc1SCC(=O)Nc1ccc2c(c1)COC2=O
(48) CCS(=O)(=O)N1CCN(c2ccc(S(=O)(=O)N3CCOCC3)cc2)CC1
(49) O=C(Oc1cccc(Nc2ncnc3ccccc23)c1)c1ccccc1Cl

entry no. | 41 | 42 | 43 | 44 | 45 | 46 | 47 | 48 | 49
Mcl1 Bid PPI | -9 | -56 | -5 | -29 | -2 | -45 | -14 | -8 | -20
Pf gamet viab | 8 | . | 5 | . | . | -14 | -34 | 12 | .
Mcl1 Noxa PPI | 3 | 29 | 14 | 1 | 23 | -1 | 18 | -13 | 23
Avidin bead fluor | 9 | 17 | 17 | 14 | 2 | 12 | 24 | 6 | 15
ABCB1 block | 1.0 | -0.9 | 0.1 | 1.9 | 0.8 | -0.2 | 0.1 | 0.2 | 0.1
RGS8-Gao | 100 | 99 | 104 | 101 | 97 | 95 | 101 | 107 | 103
Bim-Mcl-1 | -1 | 0 | -5 | -11 | -1 | -4 | -2 | 0 | 1
GSH fluor | 16 | 13 | 17 | 27 | 10 | 12 | 13 | 10 | 34
RGS4-Gao reg | 100 | 99 | 103 | 102 | 97 | 91 | 99 | 104 | 101
RGS7-Gao | 101 | 104 | 102 | 100 | 94 | 90 | 102 | 101 | 99
ABCG2 inh | 3 | -2 | 3 | 11 | -1 | 1 | 1 | 1 | 16

Compound activity deposited in PubChem BioAssay by several laboratories.
